Source: PubChem
Gli-Sufu antag = blocks Gli-Sufu signaling in a luciferase reporter. Sufu-KO-LIGHT fibroblasts, Gli luciferase reporter luminescence. inhibition, % at 5 µM. hit rate 0.74% among 340,000. AID 588413;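 active = inhibition above about 55%, limit read from the data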;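 note: 0% = DMSO-treated cells and 100% = wells with medium but no cells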
CXCR6 inh = blocks human CXCR6 beta-arrestin recruitment. O00574. hit rate 0.36% among 360,000. CHO-K1 PathHunter CXCR6 beta-arrestin, luminescence. AID 602244. inhibition, % at 20 µM; in the data active = inhibition above about 34%, passing the limit was not always enough;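 note: antagonist mode with CXCL16 agonist at 10 nM final; 0% = 10 nM CXCL16 with DMSO and 100% = unstimulated wells without agonist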
Target sequence (O00574 whole entry, looked up): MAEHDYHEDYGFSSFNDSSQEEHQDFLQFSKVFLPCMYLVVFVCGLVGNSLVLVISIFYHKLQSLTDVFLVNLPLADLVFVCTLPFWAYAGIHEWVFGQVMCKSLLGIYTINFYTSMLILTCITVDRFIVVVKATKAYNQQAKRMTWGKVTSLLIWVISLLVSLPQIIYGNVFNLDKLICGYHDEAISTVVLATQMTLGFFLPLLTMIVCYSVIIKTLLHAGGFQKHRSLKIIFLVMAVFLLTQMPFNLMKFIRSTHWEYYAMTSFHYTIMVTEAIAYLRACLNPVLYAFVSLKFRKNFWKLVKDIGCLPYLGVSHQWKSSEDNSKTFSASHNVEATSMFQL
CCR6 antag = antagonists of human CCR6 receptor | CHO-K1 CCR6 PathHunter beta-arrestin, luminescence, CCL20-stimulated | inhibition, % at 20 µM | hit rate 0.49% among 340,000;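 active = compounds whose inhibition of the agonist-driven luminescence signal at 20 µM reaches about 50%, limit read from the data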;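 note: cells stimulated with CCL20 at 14 nM final; plate controls were DMSO with CCL20 for no effect and DMSO without agonist for full effect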
Target sequence (P51684 whole entry, looked up): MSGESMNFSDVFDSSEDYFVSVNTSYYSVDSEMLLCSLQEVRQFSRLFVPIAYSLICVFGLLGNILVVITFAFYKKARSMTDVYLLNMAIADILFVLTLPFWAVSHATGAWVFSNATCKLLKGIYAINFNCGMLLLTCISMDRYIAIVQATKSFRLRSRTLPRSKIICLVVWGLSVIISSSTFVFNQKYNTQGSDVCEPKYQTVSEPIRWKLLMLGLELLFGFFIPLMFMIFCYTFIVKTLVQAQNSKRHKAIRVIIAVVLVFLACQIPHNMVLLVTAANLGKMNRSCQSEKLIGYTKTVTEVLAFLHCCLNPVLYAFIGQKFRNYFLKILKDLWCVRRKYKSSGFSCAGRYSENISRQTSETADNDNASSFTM
EBI2 block = antagonists of human EBI2 receptor; EBI2 beta-arrestin recruitment, luminescence, 7a,25-OHC stimulated; hit rate 0.81% among 360,000; AID 651636; inhibition, % at 5 µM; in the data active = inhibition above about 38%;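 note: enzyme fragment complementation signal reports receptor beta-arrestin coupling in cells; 0% = agonist plus DMSO wells and 100% = wells without agonist; some results beyond the cut were filed as inactive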
Target sequence (P32249 whole entry, looked up, the tested form may be a part): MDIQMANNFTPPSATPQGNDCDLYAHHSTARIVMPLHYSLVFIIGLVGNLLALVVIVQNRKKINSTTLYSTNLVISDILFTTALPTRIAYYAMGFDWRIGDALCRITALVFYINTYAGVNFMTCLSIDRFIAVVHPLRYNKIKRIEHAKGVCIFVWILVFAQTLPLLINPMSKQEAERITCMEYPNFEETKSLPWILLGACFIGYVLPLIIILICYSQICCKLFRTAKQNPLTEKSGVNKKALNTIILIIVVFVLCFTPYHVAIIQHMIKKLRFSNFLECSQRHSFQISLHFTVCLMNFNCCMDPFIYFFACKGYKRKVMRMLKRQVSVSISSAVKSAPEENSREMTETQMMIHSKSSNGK
An asterisk follows results filed as active; . = no result given.

Under each structure: CXCR6 inh, EBI2 block, CCR6 antag, Gli-Sufu antag
[1] COC(=O)c1ccc(COc2ccc3c(C)c(C)c(=O)oc3c2C)o1
    ., ., 5, -30
[2] Cc1ccc(NC(=O)c2cccc(S(=O)(=O)Nc3c(C)n(C)n(-c4ccccc4)c3=O)c2)cc1C
    ., ., 6, 4
[3] O=[N+]([O-])c1cc(CN2CCOCC2)c2cccnc2c1O
    ., ., 3, -10
[4] CCN1/C(=C/c2ccc3ccc(C)cc3[n+]2CC)Sc2ccccc21
    ., ., -7, 79*
[5] C=C(C)CN1C(=O)C(=O)N(CC(=C)C)C1=O
    ., ., 0, 2
[6] O=C1/C(=C\c2cccnc2)CN(Cc2ccccc2)C/C1=C\c1cccnc1
    ., ., 23, 99*
[7] O=C(OCCN1C(=O)c2cccc3c(N4CCOCC4)ccc(c23)C1=O)c1cccc(Cl)c1
    ., ., 0, -3
[8] O=S(=O)(Nc1cc(Sc2cccc3cccnc23)c(O)c2ccccc12)c1ccc(F)cc1
    ., ., 65*, 96*
[9] Cc1onc(-c2c(F)cccc2Cl)c1C(=O)Nc1cccc(S(=O)(=O)N2CCCCC2)c1
    ., ., 4, 6
[10] CC[C@]12C(=O)N(C)C[C@H]([C@@H]3C(=O)N(Cc4ccccc4)C(=O)[C@@H]31)N2C(=O)c1ccc(C(F)(F)F)cc1
    ., ., 1, 1
[11] CCN1C[C@@H]2[C@@H]3C(=O)N(C)C(=O)[C@@H]3[C@](CC)(C1=O)N2C(=O)c1ccc(C(F)(F)F)cc1
    ., ., 0, -11
[12] CCNC(=O)C1CCCN(C(=O)c2cccc(OC(F)(F)F)c2)CC1 (stereo not given)
    9, 0, ., .
[13] Cc1ccc(-c2ccc(CN3C(C)C(=O)N(Cc4cn(CCC5OCCCO5)nn4)CCS3(=O)=O)cc2)cc1 (stereo not given)
    0, 5, ., .
[14] CC(=O)c1sc(Nc2ccccc2)nc1C
    -1, -10, ., .
[15] COC(=O)[C@]12CCCCC=C1N(Cc1ccc(Cl)cc1Cl)C(=O)[C@H](CC(=O)NCCc1ccccc1OC)C2
    15, 24, ., .
[16] CCCCN1CC(N2CCN(CCO)CC2)CS1(=O)=O (stereo not given)
    6, -3, ., .
[17] CCOC(=O)C1=CCN(S(=O)(=O)c2ccc(C)cc2)C1c1ccc(Cl)cc1 (stereo not given)
    5, 14, ., .
[18] Cc1ccc2c(NCc3ccco3)nc(NC(C)C)nc2c1
    0, 9, ., .
[19] CCCCNC(=O)C1(C)CCC(=O)N1CCCn1ccnc1 (stereo not given)
    6, -2, ., .
[20] Cc1ccc2ccccc2c1C(O)c1ncc(-c2ccccc2)[nH]1 (stereo not given)
    -8, -2, ., .
[21] CCCCN(C=O)c1c(CC)nc2ccc(C(=O)NCCCn3ccnc3)cn12
    -8, -8, ., .
[22] CC[C@@H]1CC2=C(C(=O)OC(C)(C)O2)[C@@H](c2ccc(Cl)cc2)O1
    0, 7, ., .
[23] COc1ccc(CN(C)C[C@@H]2OCc3cnnn3CCCC(=O)N([C@@H](C)CO)C[C@H]2C)cc1
    4, -2, ., .
[24] O=C(c1ccc(F)cc1)N1CCN(S(=O)(=O)c2ccc3c(c2)OCCO3)CC1
    1, 8, ., .
[25] Cc1ccc(C)c(NC(=O)c2ccc3c(c2)CCN3S(C)(=O)=O)c1
    2, -6, ., .
[26] Cc1onc(-c2c(F)cccc2Cl)c1C(=O)OCC(=O)N(C)c1ccccc1
    -2, 6, ., .
[27] CC(C)(C)c1ccc(CC(=O)N2CCC2(C)C(=O)NS(=O)(=O)c2ccc(F)cc2F)cc1 (stereo not given)
    1, 0, ., .
[28] OCCN1CCN(c2ncnc3c2ncn3[C@H]2CN(Cc3cccs3)C[C@@H](CO)O2)CC1
    5, 0, ., .
[29] CC(O)(c1ccccc1)c1nc(/C=C/c2ccccc2)cs1 (stereo not given)
    7, -7, ., .
[30] CC(C)c1ccccc1NC(=O)Nc1nnc([C@H]2C[C@H](O)[C@@H](CO)O2)s1
    -4, 0, ., .
[31] O=C(NCc1ccc(F)cc1)OC1CC2CC1[C@H]1CCCCN1C2=O (stereo not given in full)
    -5, -13, ., .
[32] O=C(c1[nH]c(C(F)(F)F)nc1-c1ccccc1)N1CCN(c2ccncc2)CC1
    -10, -17, ., .
[33] CCCc1c(-c2ccccc2F)ncn1CCc1ccccc1OC
    1, 12, ., .
[34] Cc1cn([C@H]2C[C@H](O)[C@@H](CNCc3ccc(CN(C)S(C)(=O)=O)o3)O2)c(=O)[nH]c1=O
    -2, -9, ., .
[35] COc1ncnc2c1ncn2CCCNc1ccc(C)c(C)c1
    -6, -12, ., .
[36] COCCNC(=O)c1cc2c(c(-c3cccc(C#CC(C)(C)O)c3)n1)[C@@H](CCO)N(S(=O)C(C)(C)C)C2 (stereo not given in full)
    -14, 0, ., .
[37] NC(=O)COc1ccc(S(=O)(=O)N2CCCC2)cc1
    1, -3, ., .
[38] C=C1C(=O)[C@]23C[C@H]1CC[C@H]2[C@]1(C)[C@@H](O)CC[C@@](C)(C(=O)O)[C@H]1C[C@@H]3O
    -7, 3, ., .
[39] CCOc1ccc(NC(=O)CSc2nc3ccsc3c(=O)n2Cc2ccc(C(=O)O)cc2)cc1
    -6, -6, ., .
[40] O=C(NCCO)c1ccc(-c2cnc3cccnn23)cc1
    10, -1, ., .
[41] O=C(Nc1ccc(OC(F)(F)F)cc1)c1cc(S(=O)(=O)N2CCCCC2)ccc1N1CCOCC1
    1, 9, ., .
[42] C[C@@H]1COc2cc(N3CCC[C@@H]3CO)ccc2S(=O)(=O)N1
    -3, -6, ., .
[43] CCOC(=O)C(C)N1c2cccc3cccc(c23)S1(=O)=O (stereo not given)
    1, -2, ., .
[44] O=C(c1[nH]c(C(F)(F)F)nc1-c1ccccc1)N1CCN(c2ccccc2)CC1
    -8, 0, ., .
[45] CCc1nc2c(OCc3ccc(C(=O)OC)cc3)cccn2c1N(C)C(=O)c1ccc(C)cc1
    1, 5, ., .
[46] CCCC(=O)N1CCC1(C)C(=O)Nc1ccc2scnc2c1 (stereo not given)
    -2, -2, ., .
[47] CCOC(=O)C1=NOC2(C1)C(=O)Nc1c(Cl)cccc12 (stereo not given)
    -4, 2, ., .
[48] COC(=O)[C@@]1(Cc2ccc(OC)cc2)[C@H]2c3cc(C(=O)N4CCCC4)n(Cc4cc(C)n(C)n4)c3C[C@H]2CN1C(=O)c1ccccc1
    3, -17, ., .
[49] N#Cc1c(N)[nH]c(C(=O)c2ccccc2)c1-c1ccc(Cl)cc1
    6, 17, ., .
[50] CC1(C(=O)NCc2cccc3ccccc23)CCN1Cc1ccc(-c2ccccc2)o1 (stereo not given)
    1, 26, ., .
[51] CCCCCC(=O)N1C[C@H](O)[C@@H](n2cc(-c3ccc(F)cc3)nn2)C[C@@H]1c1ccccc1
    1, 2, ., .
[52] CCc1nc2ccc(C(=O)N3CCN(S(=O)(=O)CC)CC3)cn2c1N(CC)C(=O)NCCc1ccccc1
    -6, 0, ., .
[53] COc1ccc([C@H]2CC(=O)C[C@@H](CCn3cc(-c4cccnc4)nn3)O2)cc1
    1, -6, ., .
[54] NC(=S)NN=Cc1nccc2c(C(F)(F)C(F)(F)C(F)(F)F)cccc12
    31, 34, ., .
[55] CC1(C(=O)NS(=O)(=O)c2cccc(C#N)c2)CCN1C(=O)C/C=C/c1ccccc1 (stereo not given)
    -5, -2, ., .
[56] CN(CC(=O)Nc1ccc(Cl)cc1)C(=O)CN1C(=O)C2CCCCC2C1=O (stereo not given)
    2, 1, ., .
[57] COc1ccc2c(CN3CCCCC3)cc(=O)oc2c1
    1, -11, ., .
[58] Cn1c(-c2ccccc2)cc(=NNS(C)(=O)=O)c2cc(S(=O)(=O)O)ccc21
    2, -43, ., .
[59] COC(=O)N(C)C[C@H]1OCc2cnnn2CCCC(=O)N([C@H](C)CO)C[C@H]1C
    0, 5, ., .
[60] Cn1cc(-c2coc3c(C(=O)NCc4ccco4)cccc23)cn1
    2, 1, ., .

The listing continues.
Under each structure: CXCR6 inh, EBI2 block, CCR6 antag, Gli-Sufu antag
[61] OC[C@@H]1CN(Cc2cccs2)C[C@H](n2cnc3c(N4CCN(c5ccccc5)CC4)ncnc32)O1
    -4, 11, ., .
[62] Cc1noc(C)c1S(=O)(=O)NC(=O)C1(C)CCN1C(=O)CC(c1ccccc1)c1ccccc1 (stereo not given)
    -5, -1, ., .
[63] O=C(NCc1ccccc1)c1cc(C2COCCN2C(=O)OCCF)on1 (stereo not given)
    0, -7, ., .
[64] Cc1c(Cl)cccc1N1C(=O)CC(Sc2ccccc2N)C1=O (stereo not given)
    -6, -14, ., .
[65] O=[N+]([O-])c1ccc(NS(=O)(=O)c2ccc(Cl)c(Cl)c2)cc1
    10, -3, ., .
[66] CCNC(=O)C1(C)CCN(C(=O)c2ccccc2C(F)(F)F)C1 (stereo not given)
    1, -8, ., .
[67] COCOCCn1cc(CN2CCS(=O)(=O)N(Cc3ccc(-c4ccc(Cl)cc4)cc3)C(C)C2=O)nn1 (stereo not given)
    -3, 6, ., .
[68] CCc1nc2c(OCc3cccc(Cl)c3)cccn2c1N(C)C(=O)c1ccc(OC)cc1
    12, 4, ., .
[69] CCC(C)CNC(=O)c1[nH]c(C(F)(F)F)nc1-c1ccccc1 (stereo not given)
    -6, -1, ., .
[70] Cc1ccc([C@H]2C[C@H](O)[C@@H](n3cc(COC(=O)c4ccccc4)nn3)CN2C(=O)c2cccs2)cc1
    2, 0, ., .
[71] O[C@@H]1C[C@H](c2ccc(Cl)cc2)N(CC2CCCCC2)C[C@H]1n1cc(C2CC2)nn1
    4, 12, ., .
[72] COc1ccccc1CNc1nc(NCc2cnc(C)cn2)c2sccc2n1
    -6, -18, ., .
[73] COCCNC(=O)C1(C)CCCN(C(=O)c2ccc3c(c2)OCO3)C1 (stereo not given)
    2, -3, ., .
[74] Nc1nc(N)c2c(ccc3c2ccn3Cc2cccc([N+](=O)[O-])c2)n1
    62*, -45, ., .
[75] CCCCn1nnnc1C(c1ccccc1)N1CCN(c2ccccc2OC)CC1 (stereo not given)
    5, 2, ., .
[76] CN(Cc1ccccc1C(F)(F)F)C(=O)C1CCC(=O)N(CC2CCCCC2)C1 (stereo not given)
    -4, -1, ., .
[77] O=C(O)CC1NC(=S)N(Cc2ccccc2)C1=O (stereo not given)
    8, -7, ., .
[78] COc1ccc(-c2nc3ccc(Br)cn3c2CC(C)(C)C)cc1OC
    5, -6, ., .
[79] CCOC(=O)C1(C)CCCN(C(=O)c2ccc3c(c2)CCO3)C1 (stereo not given)
    -2, -3, ., .
[80] OC[C@@H]1CN(Cc2ccccc2)C[C@H](n2cnc3c(NCc4ccco4)ncnc32)O1
    -5, -10, ., .
[81] COC(=O)c1ccc(CC2(C)C(=O)Nc3ccc(OC(F)(F)F)cc32)o1 (stereo not given)
    -8, 6, ., .
[82] CCCCN(C)C(=O)c1ccc(Nc2nc(C(N)Cc3ccc(C(F)(F)F)cc3)cs2)nc1 (stereo not given)
    -7, 0, ., .
[83] Cc1nc(Cn2c3ccc(NC(=S)NC4CCCCC4)cc3c(=O)n2C)cs1
    -7, -5, ., .
[84] CC1(C(=O)NS(=O)(=O)c2ccc(Br)cc2)CCN1C(=O)CCC1CCCC1 (stereo not given)
    -7, -9, ., .
[85] CN(C(=O)CSc1nnc(C(F)(F)F)n1C)c1c(N)n(Cc2ccccc2)c(=O)[nH]c1=O
    2, -1, ., .
[86] COc1cc2oc(=O)cc(CN3CCCCCCC3)c2cc1Cl
    -3, 1, ., .
[87] CCc1c(O)nc(SCC(=O)Nc2ccc(Cl)cc2)n(-c2ccccc2)c1=O
    -3, -4, ., .
[88] CCN(C)C1CN(Cc2cn(Cc3cc(C)cc(C)c3)nn2)S(=O)(=O)C1 (stereo not given)
    -8, -3, ., .
[89] COc1ccc(S(=O)(=O)N(C)C[C@@H]2OCc3cnnn3CCCC(=O)N([C@@H](C)CO)C[C@H]2C)cc1
    1, 2, ., .
[90] COc1ccc(CNC(=O)[C@@H](Cc2ccccc2)NC(=O)CC[C@H]2O[C@@H](n3ccc(=O)[nH]c3=O)[C@H](O)[C@@H]2O)cc1
    -4, -6, ., .
[91] COc1ccc(Cl)cc1Cn1c(C)c(C(=O)NCc2cccc(Cl)c2)sc1=O
    4, 16, ., .
[92] CCN(CC)C(=O)C1=C(C)N(Cc2ccc(C(C)(C)C)cc2)C(=O)C(CC(=O)NCC2CCCCC2)C1 (stereo not given)
    4, 11, ., .
[93] Cc1ccc(C(NC(=O)C2CCN(CCOc3ccc(Cl)cc3Cl)CC2)c2ccccn2)cc1 (stereo not given)
    6, 15, ., .
[94] O=C(COC(=O)c1ccc(OC(F)F)cc1)NCC1CCCO1 (stereo not given)
    -9, -11, ., .
[95] COc1ccc([C@H]2C[C@@H](O)[C@H](n3cc(COC(=O)c4ccccc4)nn3)CN2C(=O)c2cccs2)cc1
    -1, -4, ., .
[96] O=C1C=CC(O)C2(CO)OC12 (stereo not given)
    3, 0, ., .
[97] COc1ccc(Cc2c(-c3ccc(F)cc3)nc3cc(C)c(Br)c(C)n23)c(C)c1
    3, 11, ., .
[98] COc1cc(C=NNC(=O)C(=O)Nc2cccc(Cl)c2)cc(OC)c1O
    -6, -23, ., .
[99] O=C1c2ccccc2CCC12OC2c1ccc([N+](=O)[O-])cc1 (stereo not given)
    3, -5, ., .
[100] Cc1cccc(C)c1-n1nnnc1C(c1ccnc2ccccc12)N1CCCC1 (stereo not given)
    8, 6, ., .
[101] CC(=O)c1cccc(-c2ccnc3c2CC(C(=O)NCC2CCOCC2)O3)c1 (stereo not given)
    -7, -3, ., .

The list is partial; rates above refer to the full screens.
